Screening data as filed in PubChem.
MsrA inhibitor – inhibits bovine methionine sulfoxide reductase A; purified bovine MsrA, absorbance read-out; inhibition, % at 15.5 µM; actives 0.75% (n = 360,000); AID 651718; in the data active means inhibition above about 4.5%;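 further: 0% = vehicle wells with enzyme and 100% = reference inhibitor wells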
PABP1 MLLE inh – inhibitors of microRNA-mediated deadenylation, human PABP1 MLLE binding | P11940 | GST-MLLE / FITC-PAM2 fluorescence polarization | inhibition, % at 20 µM | actives 0.36% (n = 360,000) | AID 588489; in the data active means inhibition above about 35%, passing the limit was not always enough;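 further: plate controls were DMSO wells with GST-MLLE for no effect and wells lacking GST-MLLE protein for full effect; some results filed as inactive read as strong as hits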
bovine MsrA act – activators of bovine methionine sulfoxide reductase A. purified bovine MsrA, absorbance read-out. activation, % at 10.6 µM. actives 0.3% (n = 360,000); in the data active means activation above about 7.5%;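 further: 0% = vehicle and 100% = reference activator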
SKN-1 block – C. elegans SKN-1 inhibition. C. elegans VP596 Pgst-4::GFP/RFP ratio, acrylamide-induced, 24 h. inhibition, % at 21.8 µM. AID 624304. actives 0.49% (n = 360,000);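 active means interference check ratio from 0.5 to 1.5 plus GFP to RFP signal ratio inhibition reaching or exceeding a fixed threshold, cut at about 30% in these data, passing the limit was not always enough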; further: some compounds called inactive have numbers as strong as hits
TbMetRS inhib – Trypanosoma brucei MetRS inhibition; purified T. brucei MetRS, ATP depletion, Kinase-Glo luminescence; inhibition, % at 11.9 µM; actives 0.4% (n = 360,000); AID 624268;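 active means inhibition above a per-plate cutoff of the control wells' mean inhibition plus 3 SD, cut at about 5.5% in these data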;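 further: 0% = DMSO wells median and 100% = median of wells with control inhibitor compound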
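Material: T. brucei methionyl-tRNA synthetase, purified; reagent: substrates ATP, L-methionine and bulk Escherichia coli tRNA; dosing: 11.9 µM single point; timing: 15 min plus 2 h at 25 °C; detection: luminescence of leftover ATP; evaluation: % inhibition; control set: DMSO-only wells as low control; replicates: singlicate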
E coli Lon inh – inhibits E. coli Lon protease | inhibition, % at 7.94 µM | AID 602123 | actives 0.42% (n = 360,000) | P0A9M0 | purified E. coli Lon protease, fluorescence polarization; in the data active means inhibition above about 13%, passing the limit was not always enough;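 further: 0% = enzyme with probe and DMSO and 100% = no enzyme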
FAS-TE inh – inhibitors of human fatty acid synthase thioesterase domain; P49327; recombinant FAS-TE, OMFH fluorogenic substrate, fluorescence endpoint; inhibition, % at 15 µM; actives 0.67% (n = 360,000); AID 602261;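 active means compounds whose normalised, plate-corrected inhibition of enzyme fluorescence in the single-dose primary screen is 50% or more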;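 further: 0% = DMSO with enzyme and 100% = substrate without enzyme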
MT1-MMP act inh – blocks activation of human MT1-MMP | P50281 | HT1080 RFP-PRO-GFP cells, GFP/RFP ratio fluorescence, overnight; percent of plate control window, DMSO zero | GFP/RFP ratio change, % at 20 µM | actives 0.061% (n = 360,000);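 active means GFP/RFP ratio change of at least 30% with cell ATP level not reduced by more than half and red fluorescence within 50% of control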; further: strong numbers were not always called active
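Material: RFP-PRO-GFP reporter HT1080 cells. Dosing: single-point 20 µM compound, 1% DMSO. Controls: DMSO and RFP-L50D-GFP cell wells. Timing: cells overnight before dosing, compound overnight, 37 °C, 5% CO2. Measure: GFP/RFP fluorescence ratio.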
CendR NRP1 mod – modulators of CendR peptide binding to human neuropilin-1 | O14786 | FAM-RPARPAR peptide binding to NRP-1, fluorescence polarization | inhibition, % at 25 µM | actives 0.85% (n = 360,000);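 active means inhibition or corrected inhibition above about 18%, plus a signal ratio from 0.5 to 1.5, limit read from the data, passing the limit was not always enough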; further: strong numbers were not always called active
An asterisk follows results filed as active.

Screening CCC(C)NC(=O)C1(C)CCC(=O)N1CCc1ccc(OC)c(OC)c1 (centres undefined) returned MsrA inhibitor 1.0, PABP1 MLLE inh 5, bovine MsrA act -1, SKN-1 block -1, TbMetRS inhib -0.7, E coli Lon inh 12, FAS-TE inh -6, MT1-MMP act inh 6 and CendR NRP1 mod -4.
For COc1ccc2nc(-c3ccccc3)cc(OC)c2c1 the results were MsrA inhibitor -0.3, PABP1 MLLE inh 8, bovine MsrA act -4, SKN-1 block 31, TbMetRS inhib -0.7, E coli Lon inh 16, FAS-TE inh 11, MT1-MMP act inh 6 and CendR NRP1 mod 15.
`CC1(C(=O)NCc2ccccc2Br)CCN1Cc1ccc2ccccc2c1` (centres undefined) gave MsrA inhibitor -0.9, PABP1 MLLE inh -12, bovine MsrA act 6, SKN-1 block 13, TbMetRS inhib -0.3, E coli Lon inh 4, FAS-TE inh 32, MT1-MMP act inh 1 and CendR NRP1 mod 0.
CCN(CC(=O)Nc1ccc(OC)cc1)CC(=O)N1CC(=O)Nc2ccccc21 was read as MsrA inhibitor -0.8, PABP1 MLLE inh 0, bovine MsrA act -3, SKN-1 block 0, TbMetRS inhib -0.4, E coli Lon inh -6, FAS-TE inh -5, MT1-MMP act inh -2 and CendR NRP1 mod 2.
Screening COc1ccc(NC(=O)CN(C)C(=O)CCc2nc3cc(S(=O)(=O)N4CCOCC4)ccc3n2C)cc1 returned MsrA inhibitor 1.2, PABP1 MLLE inh -3, bovine MsrA act -8, SKN-1 block 3, TbMetRS inhib -0.5, E coli Lon inh 6, FAS-TE inh -4, MT1-MMP act inh 5 and CendR NRP1 mod 3.
Cc1cc(=O)[nH]c(SCC(=O)Nc2ccc3c(c2)CCC3)c1C#N was read as MsrA inhibitor 0.3, PABP1 MLLE inh 4, bovine MsrA act -2, SKN-1 block -9, TbMetRS inhib 0.1, E coli Lon inh -3, FAS-TE inh 10, MT1-MMP act inh 1 and CendR NRP1 mod 13.
Screening CC(C)(C)OC(=O)C[C@@H]1C/C=C\C[C@H](CC(=O)NCCO)C(=O)N2CCC[C@@H]2COC1=O returned MsrA inhibitor -0.3, PABP1 MLLE inh 16, bovine MsrA act 2, SKN-1 block -2, TbMetRS inhib -0.2, E coli Lon inh -10, FAS-TE inh -12, MT1-MMP act inh 2 and CendR NRP1 mod -4.
For COc1ccccc1NC(=O)Cn1nnc(C(=O)Nc2ccccc2)c1N the results were MsrA inhibitor 0.0, PABP1 MLLE inh 6, bovine MsrA act 0, SKN-1 block 0, TbMetRS inhib -0.5, E coli Lon inh -8, FAS-TE inh -2, MT1-MMP act inh 28 and CendR NRP1 mod -7.
`NS(=O)(=O)c1ccc(CCNC(=O)COC(=O)/C=C/c2cc(Br)ccc2F)cc1` gave MsrA inhibitor -0.7, PABP1 MLLE inh -27, bovine MsrA act -3, SKN-1 block 1, TbMetRS inhib -0.3, E coli Lon inh -3, FAS-TE inh -4, MT1-MMP act inh -4 and CendR NRP1 mod -23.
For OCc1cn(-c2ccccc2)nc1-c1cccnc1 the results were MsrA inhibitor -0.3, PABP1 MLLE inh -2, bovine MsrA act -5, SKN-1 block -21, TbMetRS inhib -1.2, E coli Lon inh 2, FAS-TE inh -8, MT1-MMP act inh -1 and CendR NRP1 mod 23.
Screening O=C(COC(=O)c1nc(Cl)ccc1Cl)c1ccc(Cl)s1 returned MsrA inhibitor 1.1, PABP1 MLLE inh -9, bovine MsrA act -5, SKN-1 block -1, TbMetRS inhib -0.7, E coli Lon inh -11, FAS-TE inh 13, MT1-MMP act inh -1 and CendR NRP1 mod -12.
`COc1ccc(C(=O)OCC(=O)NCc2ccco2)cc1OC` gave MsrA inhibitor -0.6, PABP1 MLLE inh -10, bovine MsrA act -1, SKN-1 block 3, TbMetRS inhib 0.2, E coli Lon inh -3, FAS-TE inh -4, MT1-MMP act inh 4 and CendR NRP1 mod 10.

Next part, starting with the last 2 of the part before.
Screening O=C(COC(=O)c1nc(Cl)ccc1Cl)c1ccc(Cl)s1 returned MsrA inhibitor 1.1, PABP1 MLLE inh -9, bovine MsrA act -5, SKN-1 block -1, TbMetRS inhib -0.7, E coli Lon inh -11, FAS-TE inh 13, MT1-MMP act inh -1 and CendR NRP1 mod -12.
`COc1ccc(C(=O)OCC(=O)NCc2ccco2)cc1OC` gave MsrA inhibitor -0.6, PABP1 MLLE inh -10, bovine MsrA act -1, SKN-1 block 3, TbMetRS inhib 0.2, E coli Lon inh -3, FAS-TE inh -4, MT1-MMP act inh 4 and CendR NRP1 mod 10.
`O=C(CC1c2ccccc2Oc2ccccc21)Nc1ccccc1F` gave MsrA inhibitor 0.6, PABP1 MLLE inh 4, bovine MsrA act -1, SKN-1 block 7, TbMetRS inhib 0.5, E coli Lon inh 1, FAS-TE inh -4, MT1-MMP act inh 1 and CendR NRP1 mod -3.
Screening O=C(NCC(=O)N1CCC(N2CCCCC2)CC1)C1CCCCC1 returned MsrA inhibitor 0.2, PABP1 MLLE inh 2, bovine MsrA act 1, SKN-1 block -15, TbMetRS inhib -0.5, E coli Lon inh -5, FAS-TE inh -10, MT1-MMP act inh 0 and CendR NRP1 mod -3.
CC1CN(C2CCCCC2)c2nc3c(c(=O)[nH]c(=O)n3C)n2C1 (centres undefined) was read as MsrA inhibitor -0.5, PABP1 MLLE inh 10, bovine MsrA act -11, SKN-1 block -4, TbMetRS inhib 1.3, E coli Lon inh 0, FAS-TE inh -6, MT1-MMP act inh 16 and CendR NRP1 mod 0.
`Cc1ccc(S(=O)(=O)N(C)c2ccc(NS(C)(=O)=O)cc2)cc1` gave MsrA inhibitor -0.1, PABP1 MLLE inh -15, bovine MsrA act -3, SKN-1 block 7, TbMetRS inhib -0.3, E coli Lon inh -9, FAS-TE inh -5, MT1-MMP act inh -2 and CendR NRP1 mod -1.
For O=C(CN1CCc2ccccc21)NC(=O)NC1CCCCC1 the results were MsrA inhibitor -0.2, PABP1 MLLE inh -2, bovine MsrA act -6, SKN-1 block -6, TbMetRS inhib -0.9, E coli Lon inh -5, FAS-TE inh 2, MT1-MMP act inh 1 and CendR NRP1 mod 6.
For Cc1ccc(C(=O)/C=C/Nc2cccc([N+](=O)[O-])c2)o1 the results were MsrA inhibitor 1.8, PABP1 MLLE inh -6, bovine MsrA act -7, SKN-1 block 18, TbMetRS inhib -0.8, E coli Lon inh 1, FAS-TE inh 13, MT1-MMP act inh -2 and CendR NRP1 mod 15.
Screening O=S1(=O)N=C(N2CCCC2)c2ccccc21 returned MsrA inhibitor -0.5, PABP1 MLLE inh -5, bovine MsrA act -2, SKN-1 block 1, TbMetRS inhib 0.0, E coli Lon inh -10, FAS-TE inh -3, MT1-MMP act inh 2 and CendR NRP1 mod 16.
For O=C(COC(=O)Cc1ccc(S(=O)(=O)N2CCOCC2)s1)NCc1ccc(Cl)cc1 the results were MsrA inhibitor -0.1, PABP1 MLLE inh 2, bovine MsrA act -13, SKN-1 block -5, TbMetRS inhib -0.9, E coli Lon inh -4, FAS-TE inh -7, MT1-MMP act inh -9 and CendR NRP1 mod -7.
COc1ccc(Nc2nc(C)cc(C)c2C(N)=O)c(OC)c1 was read as MsrA inhibitor 2.0, PABP1 MLLE inh -7, bovine MsrA act -3, SKN-1 block 5, TbMetRS inhib -0.9, E coli Lon inh -7, FAS-TE inh -9, MT1-MMP act inh -9 and CendR NRP1 mod -5.
O=C(NC12CC3CC(CC(C3)C1)C2)C1CC(=O)N(c2ccc(Br)cc2)C1 (centres undefined) was read as PABP1 MLLE inh -21, bovine MsrA act 1, SKN-1 block -3, TbMetRS inhib 2.2, E coli Lon inh -5, FAS-TE inh 17, MT1-MMP act inh 4 and CendR NRP1 mod -6.
O=C1Nc2ccccc2S/C1=C/NCc1ccccc1Cl was read as MsrA inhibitor -0.5, PABP1 MLLE inh 32, bovine MsrA act -3, SKN-1 block 15, TbMetRS inhib 0.5, E coli Lon inh -7, FAS-TE inh 18, MT1-MMP act inh 0 and CendR NRP1 mod -5.
`O=C(O)c1ccc2oc(SCC(=O)N3CCCCC3)nc2c1` gave MsrA inhibitor -0.7, PABP1 MLLE inh -5, bovine MsrA act -2, SKN-1 block -19, TbMetRS inhib -1.0, E coli Lon inh 5, FAS-TE inh 2, MT1-MMP act inh 2 and CendR NRP1 mod 1.
Screening COc1ccc(CCNS(=O)(=O)c2ccc(Cl)s2)cc1OC returned MsrA inhibitor 1.8, PABP1 MLLE inh 3, bovine MsrA act -1, SKN-1 block 10, TbMetRS inhib -0.2, E coli Lon inh 9, FAS-TE inh -3, MT1-MMP act inh 6 and CendR NRP1 mod 4.
For CC(C)(C)OC(=O)CNC(=O)c1[nH]cnc1C(=O)NCC(=O)OCc1ccccc1 the results were MsrA inhibitor 0.9, PABP1 MLLE inh -8, bovine MsrA act -2, SKN-1 block 14, TbMetRS inhib -0.4, E coli Lon inh -3, FAS-TE inh 11, MT1-MMP act inh -4 and CendR NRP1 mod -1.
O=C(NCC(=O)N1CCC(Cc2ccccc2)CC1)c1ccccc1F was read as MsrA inhibitor 0.2, PABP1 MLLE inh 5, bovine MsrA act -4, SKN-1 block 0, TbMetRS inhib -0.4, E coli Lon inh -7, FAS-TE inh 2, MT1-MMP act inh 5 and CendR NRP1 mod 32*.
`Cc1ccc(N2C(=O)C3C4C=CC(CNC(=S)Nc5ccc(F)cc5)(O4)C3C2=O)cc1` (centres undefined) gave MsrA inhibitor -2.3, PABP1 MLLE inh 29, bovine MsrA act -6, SKN-1 block 2, TbMetRS inhib -0.5, E coli Lon inh 4, FAS-TE inh 1, MT1-MMP act inh 6 and CendR NRP1 mod 10.
`O=C(O)C1=C[C@H](c2coc3ccccc3c2=O)C[C@H](OCCCCO)O1` gave MsrA inhibitor 0.5, PABP1 MLLE inh -10, bovine MsrA act -3, SKN-1 block 8, TbMetRS inhib 0.3, E coli Lon inh 6, FAS-TE inh -5, MT1-MMP act inh 1 and CendR NRP1 mod -24.
CCC(=O)N1CCc2cc(OC)c(OC)cc2C1COc1ccc(C(=O)OC)cc1 (centres undefined) was read as MsrA inhibitor -0.1, PABP1 MLLE inh 7, bovine MsrA act -3, SKN-1 block 21, TbMetRS inhib -0.4, E coli Lon inh -1, FAS-TE inh -2, MT1-MMP act inh 16 and CendR NRP1 mod 6.
Screening CCc1nc2ccc(C(=O)NC3CCN(Cc4ccccc4)CC3)cn2c1N(C)Cc1ccc(N(C)C)cc1 returned MsrA inhibitor -0.3, PABP1 MLLE inh -25, bovine MsrA act -5, SKN-1 block -6, TbMetRS inhib -0.4, E coli Lon inh 8, FAS-TE inh 4, MT1-MMP act inh 5 and CendR NRP1 mod 1.
`COC(=O)c1nn(-c2ccc(OC)cc2)c(=O)c2c(N)sc(C)c12` gave MsrA inhibitor 1.4, PABP1 MLLE inh 8, bovine MsrA act -2, SKN-1 block 1, TbMetRS inhib 0.6, E coli Lon inh 8, FAS-TE inh -4, MT1-MMP act inh 2 and CendR NRP1 mod -13.
Screening Cc1ccc(NC(=O)C(C)Sc2nc3nc(C)cc(C)n3n2)cc1 (centres undefined) returned MsrA inhibitor -0.8, PABP1 MLLE inh -7, bovine MsrA act -4, SKN-1 block -9, TbMetRS inhib -0.4, E coli Lon inh -3, FAS-TE inh -2, MT1-MMP act inh 2 and CendR NRP1 mod 1.
Screening COc1ccc(S(=O)(=O)N(Cc2ccccc2)c2ccccc2C(=O)Nc2ccccc2C(=O)NCc2ccco2)cc1 returned MsrA inhibitor 2.4, PABP1 MLLE inh 3, bovine MsrA act -9, SKN-1 block -2, TbMetRS inhib -1.5, E coli Lon inh -2, FAS-TE inh 17, MT1-MMP act inh -4 and CendR NRP1 mod -7.
